BLM inh: blocks DNA unwinding by human BLM helicase; P54132; recombinant BLM DNA unwinding, fluorescence dequenching; Potency, µM (series often up to 56.1 µM), for the others: at the highest dose activity change, negative = inhibition, most hits filed as inhibitors; hit rate 0.2% among 350,000; AID 2528;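 further: plate controls were vehicle for no effect and no enzyme for full effect; nearly all actives have a fitted effect of over 35% in size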
Anesthetic bind: binds horse apoferritin like a general anesthetic. AID 485281. hit rate 0.074% among 350,000. apoferritin/1-aminoanthracene competitive binding, fluorescence. P02791. Potency, µM (highest dose often 77.5 µM), for inactives: at the top dose activity change, negative = displacement, most hits filed as inhibitors; further: on the % scale 0 is the no-effect control and ±100 the full control effect; nearly all actives have a fitted effect of over 20% in size
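Steps: apoferritin (10 uM) was premixed with half-saturated 1-AMA in PBS, compounds were pin-transferred, plates stood 10 min at room temperature, fluorescence was read at 380/535 nm, and curves were fitted with a Hill equation.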
POLH inh: blocks human DNA polymerase eta activity. Q9Y253. recombinant Pol eta, fluorescent DNA replication assay. Potency, µM (doses to about 114 µM), inactives show top-dose activity change, negative = inhibition, hits mostly inhibitors. hit rate 1.2% among 390,000. AID 588591; further: on the % scale 0 is the no-effect control and ±100 the full control effect
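Pol eta (10 nM) was preincubated with compounds for 15 min at room temperature, after which fluorescent replication substrate (50 nM final) was added to start the reaction. Fluorescence was read kinetically at 0 and 10 min.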
APE1 inh: APE1 (human) endonuclease inhibition. hit rate 0.35% among 350,000. P27695. recombinant APE1, TAMRA/BHQ-2 abasic DNA cleavage fluorescence. Potency, µM (highest dose often 65.8 µM), for inactives: top-dose activity change, negative = inhibition, actives largely listed as inhibitors;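 further: plate controls were vehicle for no effect and reference inhibitor for full effect; nearly all actives have a fitted effect of over 55% in size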
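Compound pre-exposure to 0.75 nM APE1, 15 min at ambient temperature. Reaction initiated with 50 nM TAMRA/BHQ-2 THF substrate, read immediately in kinetic mode, 525 nm excitation, 598 nm emission.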
Pol beta inh: DNA polymerase beta (human) inhibition; Pol beta primer extension/strand displacement, fluorescence kinetic; Potency, µM (series often up to 114 µM), for inactives: at the highest dose activity change, negative = inhibition, hits mostly inhibitors; hit rate 1.3% among 340,000; AID 485314; further: on the % scale 0 is the no-effect control and ±100 the full control effect
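Human Pol beta at 10 nM; strand-displacement substrate 50 nM final. Compound exposure 15 min at room temperature before start, reaction 10 min at room temperature.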
G9a inh: G9a (human) methyltransferase inhibition; G9a H3K9 monomethylation, AlphaScreen, 2 h; AID 504332; hit rate 8.8% among 350,000; Potency, µM (titrated, usually from 102 µM), inactives show at the highest dose activity, negative = inhibition, most hits filed as inhibitors; further: on the % scale 0 is the no-effect control and ±100 the full control effect; nearly all actives have a fitted effect of over 75% in size
Target sequence (Q96KQ7 913-1193 limits assumed): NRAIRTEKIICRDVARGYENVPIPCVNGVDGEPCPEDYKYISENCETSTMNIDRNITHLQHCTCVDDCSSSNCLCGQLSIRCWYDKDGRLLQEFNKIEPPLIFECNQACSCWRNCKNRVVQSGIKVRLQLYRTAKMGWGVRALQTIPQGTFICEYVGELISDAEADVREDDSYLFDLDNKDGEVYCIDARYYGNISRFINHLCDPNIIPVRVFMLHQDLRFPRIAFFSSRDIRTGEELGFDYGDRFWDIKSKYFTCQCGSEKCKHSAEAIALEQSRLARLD
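G9a (20 nM) preincubated 15 min RT with compounds, then 500 nM biotinylated H3K9 peptide and 20 uM SAM added; 2 h RT reaction. Monomethyl-H3K9 product detected by AlphaScreen with anti-H3K9me1 antibody, streptavidin donor and anti-rabbit IgG acceptor beads.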
BAZ2B block: blocks human BAZ2B | Potency, µM (top dose mostly 114 µM), inactives show at the top dose activity change, negative = inhibition, hits mostly inhibitors | AlphaScreen BAZ2B-H3K14Ac peptide displacement | AID 504333 | Q9UIF8 | hit rate 4.4% among 360,000; further: on the % scale 0 is the no-effect control and ±100 the full control effect; nearly all actives have a fitted effect of over 60% in size
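AlphaScreen displacement of biotin-H3(5-23)K14Ac peptide (50 nM final) from BAZ2B (50 nM final) in PBS pH 7.4, 0.01% Tween-20; complex preformed 30 min RT, then compounds (top 110 uM) 30 min RT, beads 20 min dark.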
POLK inh: DNA polymerase kappa (human) inhibition. purified Pol kappa, fluorescent DNA synthesis assay, 10 min. Potency, µM (series often up to 107 µM), inactives show at the highest dose activity, negative = inhibition, most hits filed as inhibitors. hit rate 0.53% among 400,000. AID 588579; further: on the % scale 0 is the no-effect control and ±100 the full control effect
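Enzyme at 10 nM met test compounds for 15 min at room temperature. Substrate addition (50 nM final) began the reaction, which was monitored by fluorescence at 0 and 10 min.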
POLI inh: inhibitors of human DNA polymerase iota | AID 588590 | Pol iota fluorescent replication assay, 10 min | Potency, µM (top dose mostly 115 µM), inactives show at the top dose activity, negative = inhibition, hits mostly inhibitors | Q9UNA4 | hit rate 1% among 390,000
Target sequence (Q9UNA4 whole entry, looked up): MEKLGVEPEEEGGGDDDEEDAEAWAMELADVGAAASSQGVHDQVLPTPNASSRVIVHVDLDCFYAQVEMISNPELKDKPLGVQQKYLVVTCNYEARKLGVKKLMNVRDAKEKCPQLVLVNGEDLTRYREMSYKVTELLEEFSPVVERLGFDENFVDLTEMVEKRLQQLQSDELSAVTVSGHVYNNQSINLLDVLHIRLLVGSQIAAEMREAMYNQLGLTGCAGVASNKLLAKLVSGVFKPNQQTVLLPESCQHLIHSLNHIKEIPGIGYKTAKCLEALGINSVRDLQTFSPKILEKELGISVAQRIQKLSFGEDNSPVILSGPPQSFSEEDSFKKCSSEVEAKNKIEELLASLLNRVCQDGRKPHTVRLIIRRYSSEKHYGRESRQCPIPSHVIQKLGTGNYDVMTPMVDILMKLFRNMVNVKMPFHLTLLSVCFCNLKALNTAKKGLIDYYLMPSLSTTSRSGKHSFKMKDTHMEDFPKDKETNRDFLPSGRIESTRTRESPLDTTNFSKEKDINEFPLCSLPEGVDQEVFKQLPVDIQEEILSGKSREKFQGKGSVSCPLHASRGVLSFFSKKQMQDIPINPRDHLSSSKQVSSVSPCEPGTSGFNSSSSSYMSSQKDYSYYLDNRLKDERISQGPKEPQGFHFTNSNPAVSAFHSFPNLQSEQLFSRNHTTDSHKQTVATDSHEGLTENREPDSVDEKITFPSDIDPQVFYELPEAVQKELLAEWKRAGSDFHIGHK
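Pol iota at 10 nM preincubated 15 min with compounds at room temperature; reaction started with fluorescent substrate, 50 nM final. Fluorescence read kinetically at 0 and 10 min; buffer-only wells as negative control.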
* marks the source's active call; other numbers are inactive results; ? = inconclusive; . = not tested or not shown; & = joins results of further samples; [ ] = another dose, or the depositor's remark. The call rests on the fitted dose curve; in most records, active means well fitted curve in the direction sought with a large enough effect; inconclusive means small, poorly fitted or top-dose-only effect, or another doubt; inactive means no such curve, though single readings can be large; an effect the other way counts as inactive or inconclusive. Potency means the concentration at half of the fitted maximal effect. This is a subset; rates above refer to the full screens.

SMILES	BLM inh	Anesthetic bind	POLH inh	APE1 inh	Pol beta inh	G9a inh	BAZ2B block	POLK inh	POLI inh
Cc1nc([N+](=O)[O-])c(Sc2nc3ccccc3n2C)n1Cc1ccccc1	-1%	0%	-10%	1%	31%	?	-4%	-3%	?
COc1ccc(S(=O)(=O)NCC2CCCN(Cc3ccc(C)o3)C2)cc1 (stereo not drawn)	3%	-4%	-6%	1%	1%	.	-23%	-9%	100%[activator]
O=[N+]([O-])c1ccc(N2CCN(c3ccc(F)cc3)CC2)cc1	-1%	-7%	-1%	3%	?	-2%	-8%	-9%	-3%
Cc1cccc(C(=O)Nc2nnc(SCC(=O)NC3CC3)s2)c1	1%	0%	-16%	-6%	7%	14%	-13%	0%	39%[activator]
Cc1nn(-c2ccc(F)cc2)c(Cl)c1/C=N/NC(=O)c1ccc(O)cc1	-1%	-17%	2%	-9%	13%	8%	-21%	-12%	123%[activator]
CCOC(=O)c1ccc(NC(=O)C2(S(=O)(=O)c3ccc(Cl)cc3)CC2)cc1	-6%	-6%	-26%	.	3%	-5%[59 µM]	11%	-5%	-4%
COc1ccc(CNC(=O)c2cc(-c3ccc(C)cc3)nc3n[nH]c(-c4ccc(Br)cc4)c23)cc1	-2%	-14%	2%	.	26%	9%[59 µM]	1%	-1%[60.1 µM]	-4%
O=C(NC(Cc1c[nH]c2ccccc12)C(=O)N/N=C/c1ccc(Br)cc1)c1cccs1 (stereo not drawn)	-11%	-1%	-8%	-7%	1%	-43%	-37%	-4%	89%[activator]
O=C(c1cc2c(s1)-c1ccccc1OC2)N1CCc2ccccc2C1	-10%	83%[activator]	-19%	1%	1%	135%[activator]	50%[activator]	1%	15%
COC(=O)C1=COC(OC2OC(CO)C(O)C(O)C2O)C2C1C=CC2(O)CO (stereo not drawn)	-6%	2%	18µM*	7.9µM*	20µM*	1%[12.7 µM]	28µM*	35µM*	40µM*
COc1ccc(CCOC2OC(CO)C(OC(=O)/C=C/c3ccc(O)c(OC)c3)C(O[C@H]3O[C@@H](C)[C@H](O)[C@@H](O)[C@H]3O)C2O)cc1O (stereo partly drawn)	.	.	4%	20%	.	.	.	-7%	-3%
CCCCOc1ccc(-c2ncc(C(=O)OCC)c(N)n2)cc1	-4%	-6%	-13%	-2%	-10%	7%[12.7 µM]	8%	-11%	1%
COc1cccc(C2CC(c3c(-c4ccccc4)c4cc(Cl)ccc4[nH]c3=O)=NN2S(C)(=O)=O)c1OC (stereo not drawn)	-8%	-4%	-5%	-7%	-17%	40µM*	-22%	-7%	0%
Cc1cccc(OCCSc2nc3ncnc(N)c3[nH]2)c1	1%	-9%	11%	7%	-1%	21%[59 µM]	-22%	-10%	16%
CCCCC(=O)Nc1ccc(C)c(O)c1	0%	?	-18%	-2%	28%	22%	-1%[57.1 µM]	2%	-16%
O=C(CSc1n[nH]c(-c2ccncc2)n1)Nc1ccc(Cl)c(C(=O)O)c1	0%	7%	-12%	3%	2%	?	8%	-29%	6%
COCCSc1ccccc1C(=O)N1CCN(c2ccccc2)CC1	-2%	-9%	-12%	-3%	2%	?	-5%	-2%	-27%
Cn1c(C(=O)O)ccc1S(=O)(=O)N(Cc1ccccc1)Cc1ccccc1	-6%	-3%	-20%	-7%	40%	.	-14%	-17%	1%
COc1ccccc1CNC(=O)CN1C(=O)CSc2ccc(S(=O)(=O)N3CCCCC3)cc21	-4%	2%	-3%	.	-1%	-4%[59 µM]	-7%	-5%[60.1 µM]	-23%
CCCCSc1nnc(-c2ccccc2)c2ccccc12	1%	-2%	-20%	0%	1%[57.1 µM]	38%	46%[activator]	-19%	21%
COc1cccc(OC)c1OC(=O)C1CC(=O)N(c2ccc3c(c2)OCCO3)C1 (stereo not drawn)	.	.	28µM*	?	.	.	.	?	25µM*
OCC1OC(n2cnc3c(NCc4ccco4)ncnc32)C(O)C1O (stereo not drawn)	6%	5%	-24%	12%	.	.	.	-15%	5%&17%
Cc1ccc(NC(=O)CCC(=O)NCCO)cc1	-3%	-7%	-4%	-3%	14%	1%	9%	10%	6%
Cc1cc(NC(=O)COC(=O)CC2CCCC2)c([N+](=O)[O-])cc1C	-8%	?	4%	22%	-11%	61%[activator]	-2%	-5%	-1%
COc1ccc(OCc2cc(C(=O)N(C)C(C)c3ccon3)no2)c(Cl)c1 (stereo not drawn)	-4%	?	-25%	-1%	13%	48%	0%	-3%	13%
CN1CC(=O)N2[C@H](c3ccc4c(c3)OCO4)c3[nH]c4ccccc4c3C[C@@H]2C1=O	-3%	-9%	-11%	0%	0%	2%[59 µM]	-5%	10%	18%
CCc1nnc(NS(=O)(=O)c2ccc(NC(=O)c3ccccc3O)cc2)s1	-1%	0%	-16%	26%	-2%	-1%	-13%	-30%	-30%
Cc1ccccc1-c1nc(CS(=O)(=O)CC(=O)NCc2ccco2)c(C)o1	2%	-12%	-12%	38%	0%	?	-37%	6%	-9%
Cc1oc(-c2ccccc2F)nc1CS(=O)CC(=O)NCc1ccccc1 (stereo not drawn)	-1%	-2%	-20%	16%	12%	-8%	-3%	-2%	53%
Cc1ccc(NC(=O)CCn2cccc2)cc1Cl	-2%	?	-14%	-2%	-1%	?	?	-18%	-1%
Cc1ccc(C23CC4CC(CC(C(=O)OCC(=O)N(C)C)(C4)C2)C3)cc1	-11%	-1%	-3%	-13%	15%	11%[2.33 µM]	-36%	6%	-15%
CCN(CC(=O)NCc1ccc(Cl)cc1)C(=O)/C=C/c1ccco1	-5%	-1%	-19%	0%	-20%	-27%	-17%	-1%	134%[activator]
O=C(CSc1nnc(COc2ccc(Cl)cc2)o1)Nc1ccccc1	-3%	-14%	-6%	.	21%	?	?	-8%	4%
Cc1ccc(N2C(=O)C(Cl)=C(NCc3ccccc3)C2=O)c(C)c1	-14%	-23%	-26%	-3%	-2%	144%[activator]	41%[activator]	-3%	12%
CSCCC(NS(=O)(=O)c1ccc(C)cc1)C(=O)NCCc1c[nH]c2ccccc12 (stereo not drawn)	-4%	-21%	-21%	-4%	-1%	?	?	-16%	32%[activator]
Cc1ccc2c(c1)c1c3n2CCN(C(=O)Cn2c(-c4ccccc4)noc2=O)C3CCC1 (stereo not drawn)	0%	2%	-23%	-4%	14%	-11%	7%	-8%	21%
CCC(c1nnnn1CCOC)N1CCN(c2nc3ccccc3s2)CC1 (stereo not drawn)	-1%	-9%	-25%	0%	0%	?	-16%	0%	7%
c1ccc(CSc2ncnc3c2cnn3Cc2ccccc2)cc1	-15%	?	-12%	4%	0%	57%[activator][59 µM]	123%[activator]	0%	2%
Cc1ccccc1NC(=O)C1C2CCCC1C2c1ccccc1 (stereo not drawn)	1%	-13%	-4%	-4%	-20%	35%[59 µM]	37%[57.1 µM]	-7%	11%
CC(C)c1ccc(S(=O)(=O)N2CCN(C(=O)c3cccc(F)c3)CC2)cc1	-8%	-6%	-20%	-6%	-2%	8%[12.7 µM]	-4%	0%	5%
ON1C2CCCCC2N(O)C1c1c(F)c(F)c(F)c(F)c1F (stereo not drawn)	-3%	10%	-12%	0%	-6%	?	-4%	-6%	-2%
CCc1ccc(CNC(=O)C2CCN(C(=O)N3CC(CC)Oc4ccc(C)cc43)CC2)cc1 (stereo not drawn)	-3%	0%	-7%	.	4%	-11%[59 µM]	-13%	-2%	35%[activator]
CC(=O)N1CCCc2cc(S(=O)(=O)NCc3ccc(N(C)C)cc3)ccc21	1%	-7%	-20%	.	0%	?	-19%	-4%[60.1 µM]	31%[activator]
COc1cc(F)ccc1S(=O)(=O)N1CCN(c2ccccc2)CC1	-4%	4%	-8%	32%	-5%	26%[59 µM]	-28%	-6%	-20%
S=C(Nc1ccc(Oc2ccccc2)cc1)N(CCCN1CCOCC1)Cc1ccccn1	-10%	-8%	-7%	14%	1%	32µM*	?	-7%	42%[activator]

Reprinted from above, 5 compounds:
SMILES	BLM inh	Anesthetic bind	POLH inh	APE1 inh	Pol beta inh	G9a inh	BAZ2B block	POLK inh	POLI inh
Cc1ccc(C23CC4CC(CC(C(=O)OCC(=O)N(C)C)(C4)C2)C3)cc1	-11%	-1%	-3%	-13%	15%	11%[2.33 µM]	-36%	6%	-15%
CCN(CC(=O)NCc1ccc(Cl)cc1)C(=O)/C=C/c1ccco1	-5%	-1%	-19%	0%	-20%	-27%	-17%	-1%	134%[activator]
O=C(CSc1nnc(COc2ccc(Cl)cc2)o1)Nc1ccccc1	-3%	-14%	-6%	.	21%	?	?	-8%	4%
Cc1ccc(N2C(=O)C(Cl)=C(NCc3ccccc3)C2=O)c(C)c1	-14%	-23%	-26%	-3%	-2%	144%[activator]	41%[activator]	-3%	12%
CSCCC(NS(=O)(=O)c1ccc(C)cc1)C(=O)NCCc1c[nH]c2ccccc12 (stereo not drawn)	-4%	-21%	-21%	-4%	-1%	?	?	-16%	32%[activator]

Entries above that bear a hit mark in Pol beta inh.
SMILES	BLM inh	Anesthetic bind	POLH inh	APE1 inh	Pol beta inh	G9a inh	BAZ2B block	POLK inh	POLI inh
COC(=O)C1=COC(OC2OC(CO)C(O)C(O)C2O)C2C1C=CC2(O)CO (stereo not drawn)	-6%	2%	18µM*	7.9µM*	20µM*	1%[12.7 µM]	28µM*	35µM*	40µM*

(continued)
SMILES	BLM inh	Anesthetic bind	POLH inh	APE1 inh	Pol beta inh	G9a inh	BAZ2B block	POLK inh	POLI inh
O=C1CSC(c2ccccc2[N+](=O)[O-])N1c1ccccc1 (stereo not drawn)	-8%	-13%	-20%	13%	18%	1%	?	-8%	114%[activator]
COc1ccc(-n2cccc2/C=C2/NC(=O)N(c3cccc(Cl)c3)C2=O)cc1	3%	43%[activator]	-1%	0%	18%	?	-38%	-2%	18%
COc1ccc(-n2c(C)c([N+](=O)[O-])c3ccc(O)c(CN(C)C)c32)cc1	4%	-14%	-7%	-8%	-4%	?	-32%	-7%	-6%
COC(=O)c1scc(C)c1NC(=O)c1ccc(Cl)cc1	-12%	-2%	-1%	1%	32%	15%[0.501 µM]	8%	-13%	124%[activator]
N/C(=N\OC(=O)Oc1ccccc1)c1ccc([N+](=O)[O-])cc1	-2%	6%	-5%	1%	-26%	-3%[59 µM]	-17%	-3%	6%
CC(=O)Nc1ccccc1C(=O)C(=O)Nc1ccc(Cl)cc1	-2%	-10%	-27%	3%	1%	-31%	-7%	-1%	94%[activator]
CCCn1c(SCC(=O)NC2CCCC2)nnc1C(C)C	-2%	-4%	-16%	1%	34%	7%	-1%	0%	-19%

Bioassay records (PubChem BioAssay)
